Bioassay records deposited in PubChem by National Center for Advancing Translational Sciences (NCATS).
PI4K2A block – qHTS for small molecular inhibitors of PI4K2A | actives 0.13% (n = 420,000) | activity change, negative = inhibition, % at 76.9 µM | AID 1346378, 2018 | purified PI4K2A, ADP-Glo luminescence, 1 h; hits give low values | Phosphatidylinositol 4-kinase type 2-alpha (Homo sapiens), Q9BTU6; in the data active means activity change below about -50%; inconclusive means mostly about -30% to -49%;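 further: -100% = wells without enzyme as full effect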
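Compounds are screened against recombinant PI4K2A using PI as substrate and ATP, the latter dispensed at 300 microM. Reactions run one hour at ambient temperature before ADP-Glo detection; full inhibition defined by wells lacking enzyme.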
mIDH1 inhibitor – qHTS for Inhibitors of mutant isocitrate dehydrogenase 1 (IDH1): qHTS | Isocitrate dehydrogenase [NADP] cytoplasmic (Homo sapiens), O75874 | IDH1-R132H enzyme, NADPH consumption, diaphorase/resazurin fluorescence | Potency, µM (highest dose often 76.6 µM), inactives show top-dose activity change, negative = inhibition, hits mostly inhibitors | actives 0.093% (n = 390,000) | AID 602179, 2012; further: potency means the concentration at half of the fitted maximal effect; on the % scale 0 is the no-effect control and ±100 the full control effect; nearly all actives have a fitted effect of over 65% in size
Target sequence (O75874 whole entry R132H, stated change not applied): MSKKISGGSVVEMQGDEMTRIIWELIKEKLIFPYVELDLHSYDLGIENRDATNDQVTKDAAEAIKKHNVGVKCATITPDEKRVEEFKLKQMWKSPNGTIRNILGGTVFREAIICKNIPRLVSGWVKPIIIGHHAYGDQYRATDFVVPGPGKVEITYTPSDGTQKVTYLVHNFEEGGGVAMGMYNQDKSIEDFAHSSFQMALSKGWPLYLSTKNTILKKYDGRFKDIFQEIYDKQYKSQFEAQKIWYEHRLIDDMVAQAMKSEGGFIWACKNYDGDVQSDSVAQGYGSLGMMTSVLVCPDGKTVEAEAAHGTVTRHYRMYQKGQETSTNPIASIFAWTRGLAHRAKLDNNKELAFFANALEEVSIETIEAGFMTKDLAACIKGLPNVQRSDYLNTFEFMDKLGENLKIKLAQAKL
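IDH1-R132H (0.5 ug/mL) preincubated 30 min with compound, then NADPH (0.016 mM) and alpha-KG (2 mM) added; 80 min at RT, pH 7.5. Remaining NADPH coupled via diaphorase/resazurin to fluorescence (540/590 nm); concentration-response curves normalized to no-enzyme control.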
USP1-UAF1 inh – Inhibitors of USP1/UAF1: Primary Screen; Ubiquitin carboxyl-terminal hydrolase 1 (Homo sapiens), O94782; recombinant USP1/UAF1, Ub-Rhodamine cleavage fluorescence; Potency, µM (titrated, usually from 57.1 µM), without a hit: at the highest dose activity change, negative = inhibition, hits mostly inhibitors; actives 0.23% (n = 390,000); AID 743255, 2014; further: potency means the concentration at half of the fitted maximal effect; on the % scale 0 is the no-effect control and ±100 the full control effect; nearly all actives have a fitted effect of over 60% in size; inactives centre near -12
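High-throughput fluorogenic screen: 1nM USP1/UAF1 complex, Ub-Rho substrate 150nM final, 50mM HEPES pH 7.8 with 0.5mM EDTA, 0.1 mg/ml BSA, 1mM TCEP and 0.01% Tween-20.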
D2 antagonist – HTS Assay for Allosteric Antagonists of the Human D2 Dopamine Receptor: Primary Screen for Antagonists | HEK293 TREx D2 cells, calcium flux, dopamine EC80 | inhibition, % at 10 µM | actives 2% (n = 340,000) | AID 485344, 2010; in the data active means inhibition above about 30%; further: 0% is about no effect
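Overnight-induced (tetracycline, 30 C) HEK293 T-REx cells carrying force-coupled D2 receive a no-wash calcium dye, then compound, then EC80 dopamine at 180 s; signals are read kinetically throughout.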
TrxR1 inh – qHTS Assay for Inhibitors of Mammalian Selenoprotein Thioredoxin Reductase 1 (TrxR1): qHTS. actives 1% (n = 390,000). Thioredoxin reductase 1, cytoplasmic (Rattus norvegicus), O89049. Potency, µM (doses to about 114 µM), for inactives: at the top dose activity change, negative = inhibition, actives largely listed as inhibitors. recombinant rTrxR1, NADPH fluorescence consumption, selenite substrate; further: potency means the concentration at half of the fitted maximal effect; on the % scale 0 is the no-effect control and ±100 the full control effect; nearly all actives have a fitted effect of over 65% in size
Target sequence (O89049 whole entry, looked up): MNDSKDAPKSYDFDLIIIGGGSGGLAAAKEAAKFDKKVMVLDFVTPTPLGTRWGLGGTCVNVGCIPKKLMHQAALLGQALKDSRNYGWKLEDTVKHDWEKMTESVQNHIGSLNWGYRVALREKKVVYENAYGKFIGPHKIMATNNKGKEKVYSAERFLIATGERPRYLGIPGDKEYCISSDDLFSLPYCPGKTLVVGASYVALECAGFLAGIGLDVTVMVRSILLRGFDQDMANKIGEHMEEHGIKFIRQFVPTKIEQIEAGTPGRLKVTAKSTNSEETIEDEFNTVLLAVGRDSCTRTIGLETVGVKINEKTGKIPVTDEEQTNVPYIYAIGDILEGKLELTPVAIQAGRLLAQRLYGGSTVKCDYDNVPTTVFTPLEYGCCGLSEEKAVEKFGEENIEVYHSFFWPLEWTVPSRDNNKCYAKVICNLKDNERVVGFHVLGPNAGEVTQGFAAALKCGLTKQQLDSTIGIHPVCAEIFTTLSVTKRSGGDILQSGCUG
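Rat TrxR1 (90 nM in the dispensed reagent) was pre-reduced with 400 uM NADPH for 5 min at room temperature, then incubated with compound for 15 min. After 400 uM selenite was added, NADPH fluorescence (Ex 340/Em 450 nm) was followed for 8 min.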
TRHR PAM – qHTS for Small Molecule Agonists and Allosteric Enhancers of Human TRH Receptor: Primary Screen for Enhancers; TRHR cells, fluo-8 calcium fluorescence, EC20 TRH enhancement; Thyrotropin-releasing hormone receptor (Homo sapiens), P34981; AID 493056, 2011; enhancement, % at 2 µM; actives 0.66% (n = 360,000); in the data active means enhancement above about 30%; further: 0% is about no effect
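Enhancer read-out: after compound pinning and an initial kinetic agonist-mode read, an EC20 of TRH (10 nM final) was injected and fluo-8 calcium signal (Ex 480/Em 530) followed at 1 s/cycle for 100 cycles in TRHR-expressing cells.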
TRHR ag – qHTS for Small Molecule Agonists and Allosteric Enhancers of Human TRH Receptor: Primary Screen for Agonists; actives 0.18% (n = 360,000); TRHR cells, calcium flux fluo-8, FDSS agonist mode; Thyrotropin-releasing hormone receptor (Homo sapiens), P34981; activation, % at 2 µM; AID 493084, 2011; in the data active means activation above about 30%; further: 0% is about no effect
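TRHR-expressing cells loaded with fluo-8 calcium dye; 23 nL library compound pin-transferred, kinetic FDSS fluorescence (Ex 480/Em 530) recorded about 180 s for agonist-induced calcium release, before a 10 nM TRH EC20 addition for potentiator mode.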
D2 ag – HTS Assay for Allosteric Agonists of the Human D2 Dopamine Receptor: Primary Screen for Agonists. HEK293 T-REx D2 cells, calcium flux agonist mode. activation, % at 2 µM. actives 0.53% (n = 340,000);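 active means activation over 3 SD above normal in the single-dose calcium agonist read, cut at about 30% in these data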; further: 0% is about no effect
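Agonism is scored from calcium flux in a force-coupled, inducible HEK293 cell line expressing D2, read kinetically for 180 s after compound addition against dopamine controls.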
TrxR1 substrate – qHTS Assay for Substrates of Mammalian Selenoprotein Thioredoxin Reductase 1 (TrxR1): qHTS; Potency, µM (doses to about 114 µM), without a hit: at the highest dose activity change, negative = substrate turnover; AID 588456, 2011; Thioredoxin reductase 1, cytoplasmic (Rattus norvegicus), O89049; actives 0.01% (n = 390,000); purified TrxR1 substrate turnover, NADPH consumption readout; further: potency means the concentration at half of the fitted maximal effect; on the % scale 0 is the no-effect control and ±100 the full control effect; nearly all actives have a fitted effect of over 50% in size
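Rat TrxR1, dispensed at 90 nM, was prereduced with 400 uM NADPH (final) for 5 min at ~22 deg C, then incubated with compound 15 min before 400 uM selenite. A first-read NADPH fluorescence drop versus no-compound background flagged substrates.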
Starred values were filed as active, the others as inactive; ? = inconclusive; . = not tested or not shown; & = joins results of further samples; [ ] = remark or other dose. Unless noted, the call rests on the fitted dose curve; in most records, active means well fitted inhibition curve with a large enough effect; inconclusive means small, poorly fitted or top-dose-only effect; inactive means no such curve, though single readings can be large or run the other way. The order is random; 3.9% or so of the library scored in one or more.

SMILES | PI4K2A block | mIDH1 inhibitor | USP1-UAF1 inh | D2 antagonist | TrxR1 inh | TRHR PAM | TRHR ag | D2 ag | TrxR1 substrate
COc1ccc(S(=O)(=O)N2CCN(CC(O)COc3ccc(CC#N)cc3)CC2)cc1OC (stereo not given) | 3 | 8% | -19% | -9 | 19%[57.1 µM] | 10 | -1.5 | 0.6 | 7%[57.1 µM]
Fc1cc(Br)ccc1NC(=S)NCCc1ccccc1 | 2 | 0% | -4% | -10 | -16% | -10 | 0.7 | -0.1 | 0%
Cc1csc2cc(-c3cccc([N+](=O)[O-])c3)c(-c3cccc([N+](=O)[O-])c3)c[n+]12 | 1 | 2% | -17% | 5 | 8%[57.1 µM] | 2 | 0.0 | 0.7 | 8%[57.1 µM]
CC1Cc2cc(S(=O)(=O)CCC(=O)NCc3ccc(Cl)cc3)ccc2N1C(=O)C1CC1 (stereo not given) | -7 | 13% | -4% | . | 17% | 3 | -0.6 | . | 5%
Cc1nc(S/C(=C/c2ccc(OCc3ccc(C(=O)O)cc3)cc2)C(=O)O)n[nH]1 | -2 | -7% | -7% | -3 | -7%[57.1 µM] | -3 | 0.5 | 1.4 | -11%[57.1 µM]
COc1ccc(Cn2c(=O)[nH]c3cc(C(=O)N4CCN(c5ccccc5)CC4)ccc3c2=O)cc1 | 1&0 | 0%&9% | -17%&1% | -4 | -26%[0.0914 µM] | 0&10 | -0.3&-0.6 | 0.7&-0.6 | 3%[57.1 µM]
COC(=O)[C@H]1C[C@@H]1[C@H](NC(=O)[C@H]1C[C@@H]1[C@H](NC(=O)OCc1ccccc1)c1ccccc1)c1ccccc1 | 2 | 5% | -14% | -8 | 21%[57.1 µM] | 6 | -0.3 | -1.3 | -5%[57.1 µM]
Cc1noc(C)c1CN1C(=O)c2ccc([N+](=O)[O-])cc2C1=O | 2 | -1% | ? | 11 | -20% | -6 | 0.4 | 0.4 | 0%
CCCc1c(C)nn(-c2ncccc2[N+](=O)[O-])c1C | -3 | -3% | -14% | -7 | 18% | 1 | -0.8 | 3.6 | -3%
C=CCC(CC=C)(NC(=O)c1ccccc1C(=O)O)c1ccccc1 | -1 | 2% | -13% | -5 | 1%[57.1 µM] | -3 | 0.4 | -0.1 | 5%

In the list so far, these contain a nitro group on carbon:
SMILES | PI4K2A block | mIDH1 inhibitor | USP1-UAF1 inh | D2 antagonist | TrxR1 inh | TRHR PAM | TRHR ag | D2 ag | TrxR1 substrate
Cc1csc2cc(-c3cccc([N+](=O)[O-])c3)c(-c3cccc([N+](=O)[O-])c3)c[n+]12 | 1 | 2% | -17% | 5 | 8%[57.1 µM] | 2 | 0.0 | 0.7 | 8%[57.1 µM]
Cc1noc(C)c1CN1C(=O)c2ccc([N+](=O)[O-])cc2C1=O | 2 | -1% | ? | 11 | -20% | -6 | 0.4 | 0.4 | 0%
CCCc1c(C)nn(-c2ncccc2[N+](=O)[O-])c1C | -3 | -3% | -14% | -7 | 18% | 1 | -0.8 | 3.6 | -3%

Continued:
SMILES | PI4K2A block | mIDH1 inhibitor | USP1-UAF1 inh | D2 antagonist | TrxR1 inh | TRHR PAM | TRHR ag | D2 ag | TrxR1 substrate
CCOc1ccc(NS(=O)(=O)c2ccc(C(=O)N3CCC3)cc2)cc1 | 0 | -10% | -26% | . | 21% | . | . | . | 3%
CCCCn1c(SCC(=O)Nc2cccc(OC)c2)nc2c(sc3ccccc32)c1=O | 1 | 15% | -4% | . | 13%[57.1 µM] | 5 | 0.0 | -0.1 | 7%[57.1 µM]
COc1ccc(NC(=O)CNCCC2=CCCCC2)cc1 | -1 | 2% | -16% | -7 | -5% | -10 | 0.0 | -0.5 | -1%
CC(=O)Nc1ccc(OS(=O)(=O)c2ccc(C(C)(C)C)cc2)cc1 | . | . | . | -7 | . | -10 | -3.3 | -0.8 | .
CCOc1cc(C2CC(=O)Nc3nc(SCc4ccccc4)[nH]c(=O)c32)ccc1O (stereo not given) | -4 | -5% | 9% | . | 10% | 9 | -1.5 | -1.7 | 3%
CCOC(=O)c1cc(CC)sc1NC(=O)CN1CCN(C(=O)c2ccco2)CC1 | -8 | 6% | -12% | 3 | 35µM* | -6 | -0.1 | -2.1 | -6%
CCCCCn1c(=N)n(CC(O)COc2cccc(C)c2)c2ccccc21 (stereo not given) | 0 | -14% | -9% | . | 33% | 7 | 1.6 | 0.3 | 112%[activator]
O=C(O)c1ccc(Sc2nnc(-c3cccc(Br)c3)o2)c([N+](=O)[O-])c1 | -5 | 0% | -17% | -11 | -10% | 2 | 0.1 | -0.4 | -7%
c1ccc(CN2CCOCC2)nc1 | -3 | 0% | -4% | . | 9%[11.4 µM] | . | . | . | 5%[11.4 µM]
O=C(c1ccc(C(F)(F)F)cc1)C1CCCN(C(=O)c2cnccn2)C1 (stereo not given) | -2 | 4% | -14% | 2 | 8% | 1 | -0.6 | -1.0 | -5%
Cc1ccc(-n2c(=O)cc(N3CC(C)CC(C)C3)[nH]c2=O)cc1 (stereo not given) | -1 | 8% | -15% | 0 | ? | 0 | 0.2 | 0.7 | 11%
CCc1[nH]nc(C(=O)N/N=C/c2ccncc2)c1C | -7 | -10% | -8% | 1 | 10% | -4 | -0.6 | -0.5 | -4%
CCN(CC(=O)Nc1c(F)cccc1F)C(=O)CCN1C(=O)C2CC=CCC2C1=O (stereo not given) | 1 | -2% | -10% | 6 | -6%[57.1 µM] | -3 | 0.1 | 0.4 | -3%[57.1 µM]
O=C(N[C@@H](Cc1ccccc1)C(=O)NCCc1c[nH]c2ccccc12)c1ccco1 | -1 | -8% | -8% | -1 | 32% | -6 | -0.9 | -0.3 | 2%
CCOc1ccc(C2CC(c3ccc(F)cc3)n3ncnc3N2)cc1 (stereo not given) | -3 | -13% | -6% | 15 | 3% | 7 | 0.5 | -0.6 | 9%
CCN(c1ccccc1)S(=O)(=O)c1cccc(C(=O)NCc2cccnc2)c1 | -3 | 0% | -6% | 3 | 6% | 10 | -0.6 | 1.1 | -6%
Cc1ccc(CCNC(=O)c2cc3cc4cc(C)ccc4nc3s2)cc1 | 4 | 8% | ? | . | 15%[57.1 µM] | 1 | 0.3 | -1.0 | -5%[57.1 µM]
CC(NC(=O)/C(=C\c1ccco1)NC(=O)c1ccco1)C(=O)O (stereo not given) | 2 | 1% | -17% | -6 | -4%[57.1 µM] | 0 | 0.7 | -0.7 | 5%[57.1 µM]
CCC(=O)Nc1cccc(-c2nnc(SCC(=O)NCc3ccco3)n2C)c1 | -6 | 2% | -17% | 11 | -18% | -3 | 0.1 | 1.4 | -7%
COc1ccc(-c2cc(OC(=O)c3cccc(Cl)c3)c3c(C)oc(C)c3c(=O)c2)cc1OC | -2 | -14% | -2% | . | -9% | -8 | -1.5 | -1.1 | 13%
CN(CCC#N)S(=O)(=O)c1cc2c3c(c1)CCN3C(=O)CC2 | -3 | -6% | -19% | -6 | 10% | -1 | 0.1 | 0.5 | -3%
CCOc1ncccc1C(=O)OCC(=O)Nc1ccc(C(C)C)cc1 | -5 | 8% | -17% | 12 | -1% | -4 | 0.1 | -0.3 | -15%
CSc1ccccc1C(=O)OCC(=O)NC1CCS(=O)(=O)C1 (stereo not given) | -1 | -2% | -15% | -9 | 21% | 4 | -0.2 | -2.3 | 4%
CCOc1ccc2ccccc2c1C(=O)N1CCOCC1 | 2 | 1% | -16% | -12 | 21% | 4 | 0.0 | 3.3 | 10%
CCOC(=O)C1CCCN(C(=O)c2cc(Cl)ccc2NC(=O)C2=C(C)OCCS2)C1 (stereo not given) | 7 | -6% | -8% | -1 | 22% | -2 | -2.3 | -0.4 | 5%
CCOC(=O)C(/C=N/c1cc(C)nn1-c1ccccc1)=C(\C)O | 3 | 3% | -19% | 0 | 9% | 12 | -0.3 | -0.1 | -5%
COc1ccccc1C(c1nnnn1CCc1ccccc1)N1CCCCCC1 (stereo not given) | -7 | 2% | -12% | 1 | ? | 1 | 0.1 | -0.3 | 3%
COc1ccc2cc(C)c3nnc(SCC(=O)Nc4nc(-c5ccc(F)cc5)cs4)n3c2c1 | -1 | 0% | -16% | 8 | 0% | -5 | 0.1 | 1.5 | -8%
CCOc1ccc(NC(=O)COC(=O)CCC(=O)c2cccs2)cc1 | 2 | 9% | -7% | -6 | 4% | 0 | -0.7 | -0.6 | 0%
Cc1cc(SCC(=O)NC(=O)NCc2ccco2)nc2c(C)cccc12 | -16 | 7% | -1% | -15 | ? | 11 | -1.0 | 0.5 | 6%[57.1 µM]
CSC(=S)N/N=C(\C)c1ccccc1 | 4 | -4% | -15% | . | -8% | -6 | 0.6 | . | 6%
CCN1CCCC1CNC(=O)c1[nH]c2ccc(OC)cc2c1C (stereo not given) | -3 | -8% | -22% | 40* | -12% | 0 | -0.6 | . | 36%[activator]
COc1ccc2cc(CCNC(=O)c3ccc(S(=O)(=O)N4CCOCC4)cc3)c(=O)[nH]c2c1 | -4 | 1% | -2% | 5 | 1% | 4 | 0.2 | 0.6 | -12%
CCOCCCNC(=O)C1CCN(C(=O)c2cc3sccc3n2C)CC1 | 1 | -2% | 2% | . | 11% | 4 | 0.1 | 0.2 | 7%
